TDP1 block – TDP1 (human) enzyme inhibition. AID 485290. Potency, µM (top dose mostly 130 µM), inactives show at the top dose activity change, negative = inhibition, most hits filed as inhibitors. recombinant TDP1, AlphaScreen DNA substrate cleavage. Q9NUW8. 350,000 tested, 0.28% active; further: nearly all actives have a fitted effect of over 40% in size
Target sequence (Q9NUW8 whole entry, looked up): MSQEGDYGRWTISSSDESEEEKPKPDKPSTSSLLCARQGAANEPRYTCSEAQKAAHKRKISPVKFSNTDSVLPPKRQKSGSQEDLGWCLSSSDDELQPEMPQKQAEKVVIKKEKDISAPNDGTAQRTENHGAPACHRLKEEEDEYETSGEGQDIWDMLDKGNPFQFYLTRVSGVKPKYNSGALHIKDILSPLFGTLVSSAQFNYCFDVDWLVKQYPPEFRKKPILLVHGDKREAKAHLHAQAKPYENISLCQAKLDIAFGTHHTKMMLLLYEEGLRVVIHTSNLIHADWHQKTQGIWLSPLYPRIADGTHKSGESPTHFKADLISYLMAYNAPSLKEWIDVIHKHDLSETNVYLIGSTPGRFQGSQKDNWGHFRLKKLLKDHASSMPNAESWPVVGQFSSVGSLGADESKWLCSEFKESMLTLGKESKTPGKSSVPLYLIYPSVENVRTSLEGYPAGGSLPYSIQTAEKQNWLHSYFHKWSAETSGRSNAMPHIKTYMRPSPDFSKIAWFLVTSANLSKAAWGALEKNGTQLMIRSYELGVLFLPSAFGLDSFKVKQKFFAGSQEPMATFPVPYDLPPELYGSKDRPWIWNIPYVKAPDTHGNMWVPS
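Recombinant E. coli-expressed Tdp1 (1 nM) preincubated with compound 15 min at RT, then 5'-biotin/3'-phosphotyrosine-FITC DNA substrate (15 nM) added for 5 min. AlphaScreen beads (10 ug/ml) added, 10 min RT; tyrosine-FITC cleavage read as signal loss.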
N370S GC mod – inhibits or activates N370S mutant glucocerebrosidase | P04062 | AID 2101 | 330,000 tested, 0.092% active | N370S GC spleen homogenate, 4MU-glucoside fluorescence | Potency, µM (doses to about 59.4 µM), for the others: top-dose activity change, negative = inhibition, actives largely listed as inhibitors;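 further: 0% = full enzyme activity and -100% = no enzyme basal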
TDP1 cell noCPT – qHTS for Inhibitors of human tyrosyl-DNA phosphodiesterase 1 (TDP1): qHTS in cells in absence of CPT; DT40 Tdp1-/- hTDP1 cells, no CPT, ATP luminescence, 48 h; Potency, µM (doses to about 46.2 µM), without a hit: at the top dose activity change, negative = growth inhibition, most hits filed as inhibitors; 420,000 tested, 15% active; further: nearly all actives have a fitted effect of over 55% in size
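Stably hTDP1-transfected Tdp1-null chicken DT40 cells were treated with library compounds minus camptothecin and grown for at least 48 hr at 37 °C, after which cellular ATP was quantified by luminescence.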
Active calls of the source: *; ? = inconclusive; . = no result given; & = joins results of further samples; [ ] = remark or other dose. The call rests on the fitted dose curve; in most records, active means well fitted curve in the direction sought with a large enough effect; inconclusive means small, poorly fitted or top-dose-only effect, or another doubt; inactive means no such curve, though single readings can be large; an effect the other way counts as inactive or inconclusive. Unless noted, on the % scale 0 is the no-effect control and ±100 the full control effect; potency means the concentration at half of the fitted maximal effect. The list is partial (hit frequency here may not be typical).

Compound | TDP1 cell noCPT | N370S GC mod | TDP1 block
CC(Oc1ccc2c(=O)c(-c3ccc(Cl)cc3)c(C(F)(F)F)oc2c1)C(=O)O (stereo not given) | 6% | 16% | 4%
Fc1ccccc1Cn1cnc(NC(=S)NCCc2ccccc2)n1 | . | 5% | 7%
Cc1cccc(C)c1NC(=O)c1ccc(CN2CCc3ccccc3C2)cc1 | 21µM* | -16% | 3%
Cc1ccnc(NS(=O)(=O)c2ccc(N=CC3=C(O)CC(C)(C)CC3=O)cc2)n1 | 20% | 25% | 4%
Cc1ccc(NC(=O)Cn2c(=O)n(CCC(=O)N3CCc4ccccc4C3)c(=O)c3ccccc32)cc1 | 16µM* | . | 1%
COc1ccc(-c2nc3c(C#N)c[nH]n3c2NC2CCCCC2)cc1 | 16µM* | . | 3%
Cc1ccc(CSc2nc3cccnc3n2Cc2ccc(C(=O)NCCc3ccccc3)cc2)cc1 | -7% | . | 1%
COc1ccc(/C=C2\Sc3ccc(C(=O)N4CCN(Cc5ccccc5)CC4)cc3N(C)C2=O)cc1OC | 3.3µM* | -27% | 7%
CCn1nc(C)cc1C(=O)NC1CCCc2c1cnn2-c1ccc(C)c(C)c1 (stereo not given) | ? | -9% | 6%
O=C(O)Cc1cn(Cc2ccc(F)cc2)c2ccccc12 | 1% | 14% | 6%
O=S(=O)(c1cc(Cl)ccc1Cl)N1CCN(Cc2ccco2)CC1 | -9% | ? | 6%
CC(C)(C)NS(=O)(=O)c1cc(C(=O)O)ccc1Cl | 19% | -7% | -3%

Structural class, the entries above with a COOH group.
Compound | TDP1 cell noCPT | N370S GC mod | TDP1 block
CC(Oc1ccc2c(=O)c(-c3ccc(Cl)cc3)c(C(F)(F)F)oc2c1)C(=O)O (stereo not given) | 6% | 16% | 4%
O=C(O)Cc1cn(Cc2ccc(F)cc2)c2ccccc12 | 1% | 14% | 6%
CC(C)(C)NS(=O)(=O)c1cc(C(=O)O)ccc1Cl | 19% | -7% | -3%

Next section
Compound | TDP1 cell noCPT | N370S GC mod | TDP1 block
O=C1CC(c2ccc(S(=O)(=O)NC3CC3)cc2)CN1 (stereo not given) | 2% | 6% | 1%
CCCCCSc1nc2sc3c(c2c(=O)n1-c1ccc(OC)cc1)CCN(C(C)=O)C3 | 26µM* | . | 9%
N#CCSc1ccccc1NC(=O)COc1ccc(-c2nnco2)cc1 | ? | . | 0%
COc1ccc(NC(=O)c2ccccc2O)c(OC)c1 | ? | -5% | 8%
O=C(O)C/C(=C\c1ccc(N2CCOCC2)c([N+](=O)[O-])c1)c1nc2ccccc2s1 | 20% | -14% | 3%
O=[N+]([O-])c1nn(-c2ccc3c(c2)OCCO3)n(O)c1=NC1CCCC1 | ? | 16% | -2%
Cc1ccc(C(OCC(C)(C)C[N+](C)(C)C)c2ccccc2)cc1 (stereo not given) | 5.2µM* | -5% | 4%
O=C(c1ccc(Br)cc1)N1CCCc2ccccc21 | ? | -7% | 2%
CC1=CCC2C(=O)N(Cc3ccccc3)C(=O)C2C1 (stereo not given) | -18% | ? | 0%
O=C(Nc1cccc(S(=O)(=O)NC2=NCCC2)c1)c1ccc(C(F)(F)F)cc1 | ? | . | -2%
CC(=O)NC(Cc1ccc(C)cc1)C(=O)NC1CCN(C(=O)NCc2ccccc2)CC1 (stereo not given) | 2% | -3% | -1%
COc1ccc(-c2nnc(NC(=O)C(C)C)s2)c(OC)c1 | -19% | -1% | -8%
COc1ccc(C)cc1NC(=O)c1nnn(Cc2cc(C)ccc2C)c1N | ? | -1% | -4%
COc1ccc(CCNc2nc(SCc3cccc(Cl)c3)nc3ccccc23)cc1OC | 8.2µM* | . | 5%
Cn1c(=O)c(N)c2c3c(c(Br)ccc31)C(=O)c1ccccc1-2 | ? | 5% | 1%
Cc1nc(N=Nc2ccc(O)cc2)n[nH]1 | ? | -18% | .
COc1ccc(-c2nnc(SCC(=O)Nc3cc(C)on3)n2C)cc1OC | 2% | 2% | 3%
O=C(CCCN1C(=O)/C(=C/c2cccs2)SC1=S)Nc1ccc(O)c(C(=O)O)c1 | . | -4% | 4%
O=C(OCc1ccc(COC(=O)c2ccc(O)cc2)cc1)c1ccc(O)cc1 | ? | -7% | .
CN(C)C(=O)CSc1nnc([C@H](Cc2c[nH]c3ccccc23)NC(=O)OC(C)(C)C)o1 | -18% | -2%[2.35 µM] | 2%
CCCCOc1ccccc1C1C(C(N)=O)=C(C)Nc2nnnn21 (stereo not given) | -3% | 1% | 3%
CCOc1cc(/C=C2/C(=O)ON=C2C)ccc1OCc1ccccc1F | ? | -12% | .
Cc1cccc(NC(=O)c2ccc([N+](=O)[O-])o2)c1 | 9.2µM* | -15% | 2%
COc1ccc(C)cc1NC(=O)CCS(=O)(=O)c1cccc2nonc12 | -7% | -1% | 2%

Profiles, quoted from the list:
COc1ccc(NC(=O)c2ccccc2O)c(OC)c1 reads TDP1 cell noCPT: ?; N370S GC mod: -5%; TDP1 block: 8%
COc1ccc(-c2nc3c(C#N)c[nH]n3c2NC2CCCCC2)cc1 reads TDP1 cell noCPT: 16µM*; N370S GC mod: .; TDP1 block: 3%

Next part:
Compound | TDP1 cell noCPT | N370S GC mod | TDP1 block
Fc1ccc(CSc2ncnc3c2oc2ccccc23)cc1 | ? | 3% | 5%
Cc1csc2nc(-c3cccc(NC(=O)c4ccccc4Cl)c3)cn12 | 18µM* | . | 5%
CCCCNC(=O)N(C)c1nncnc1C(=O)NC | -22% | 2% | 2%
Cc1nnc2n(-c3ccccc3)c(=O)c3c4c(sc3n12)CCCC4 | -9% | -14% | 3%
O=C(NCCc1ccccc1)c1ccco1 | 1% | 2% | 5%
CC(=O)Nc1ccc(NC(=O)C(C)OC(=O)C2CCC2)cc1 (stereo not given) | -6% | 7% | 0%
Cc1noc(/C=C/c2ccccc2F)c1S(=O)(=O)N1CCC(C(=O)NCC(C)c2ccccc2)CC1 (stereo not given) | -28% | . | -1%
CCCCCC(=O)NNC(=O)c1c(O)c2ccccc2n(CC)c1=O | ? | -3% | 3%
Cc1ccc(SCC(=O)OCC(=O)NC(C)c2ccc(F)cc2)cc1 (stereo not given) | 14% | . | -1%
COc1ccc(OC)c2sc(N(CCCN(C)C)C(=O)c3ccc(S(=O)(=O)N4CCc5ccccc5C4)cc3)nc12 | . | -28% | 10%
O=C(Nc1ccn(Cc2ccccc2F)n1)c1ccc(COc2ccc(Br)cc2)cc1 | ? | 28% | 1%
Nn1c(SCC(=O)NC2CCCCC2)nnc1-c1ccccc1F | -6% | . | 1%
CCCCC(=O)NC1(C(F)(F)F)C(=O)Nc2c1c(=O)n(C)c(=O)n2C (stereo not given) | 8% | 1% | 4%
Cc1ccc(C)c(S(=O)(=O)N2CCCOC2CNC(=O)C(=O)NCc2ccc3c(c2)OCO3)c1 (stereo not given) | ? | -2% | 4%
O=C(O)CC/C(=N/NC(=O)CNC(=O)C(c1ccccc1)c1ccccc1)c1ccccc1 | 18% | 18% | 3%
COc1cccc2cc(C(C)N(CCCN3CCOCC3)C(=S)Nc3cccc(C)c3)oc12 (stereo not given) | -5% | ? | 5%
CC(C)(C)OC(=O)C[C@H]1C/C=C\C[C@@H](CC(=O)N(CCO)Cc2ccccc2)C(=O)N[C@H](Cc2c[nH]c3ccccc23)COC1=O | 18µM* | . | 3%
Clc1ccc(NC2(c3nnnn3C3CCCCC3)CCCCC2)cc1 | 21µM* | -2% | 1%
CC[C@H](C)[C@H](NC(=O)CNC(=O)[C@H](CCCNC(=N)N)NC(=O)CNC(=O)[C@@H](NC(=O)[C@H](Cc1ccc(O)cc1)NC(=O)[C@H](Cc1c[nH]c2ccccc12)NC(=O)[C@H](C)NC(=O)[C@@H]1CCCN1C(=O)[C@H](CC(N)=O)NC(=O)[C@@H](NC(=O)[C@H](CC(=O)O)NC(=O)[C@@H]1CCCN1C(=O)[C@@H](N)[C@@H](C)O)[C@@H](C)CC)[C@@H](C)O)C(=O)N[C@@H](CCCNC(=N)N)C(=O)N1CCC[C@H]1C(=O)N[C@H](C(=O)NCC(=O)N[C@@H](CCCNC(=N)N)C(=O)N[C@@H](Cc1ccccc1)C(N)=O)C(C)C | . | ? | 15%
COc1ccc2c(c1)OC[C@H]1[C@@H]2N2C(=O)[C@@H](C)NC(=O)[C@@]2(C)[C@H]1c1ccccc1 | -16% | . | 0%
CNC(=O)CSc1nnc(NC(=O)Nc2ccccc2)s1 | ? | . | 5%
Cc1c(C(=O)OCCOc2ccc(Br)cc2)sc(=S)n1C | ? | 12% | 8%
CC(C)CCNC(=O)c1onc(CSc2ccc(F)c(F)c2)c1C(=O)NCCC(C)C | ? | -5% | -2%
CC1CCCN(C(=O)C2CCN(S(=O)(=O)c3ccccc3)CC2)C1 (stereo not given) | -10% | . | 1%
CC(C)CCNC(=O)CN(C(=O)CCC(=O)Nc1ccccn1)c1ccc2c(c1)OCO2 | ? | -2% | 7%
NC(N)=NC1=NC(=O)/C(=C/c2ccccc2-n2cccn2)S1 | ? | ? | ?
COc1ccc(-c2nc(-c3ccccc3)c(NC(C)(C)C)o2)cc1 | . | -4%&-1% | 7%&6%
CN(C)CCOc1ccc2c(c1)Sc1ccccc1CC2=O | -14% | -21% | 0%
O=C(NCCN1CCOCC1)c1cn(-c2ccccc2)nc1-c1cccs1 | -11% | -12% | 4%
Cc1[nH]c2ccccc2c1C(=O)CN1CCCC(C)C1 (stereo not given) | -29% | -12% | .
C=CCNC(=O)Nc1ccc(Cl)cn1 | 19% | -9% | -3%
O=C(COc1cccc2c1CCN(Cc1ccc(Cl)cc1)C2=O)N1CCOCC1 | ? | 11% | 9%
CCCc1cc(=O)[nH]c(SCC(=O)c2c(N)n(CC(C)C)c(=O)n(C)c2=O)n1 | -21% | -1% | -10%
COc1cccc(NC(=O)OCCN2CCN(Cc3ccccc3)CCC2=O)c1 | -6% | ? | 3%&-3%
Cc1ccc2cc(C)c(N3CCN(c4ccc(F)cc4)CC3)nc2c1 | -4% | 3% | .
Cc1ccc(NC(=O)Cn2nnc(C(=O)NCc3cccs3)c2N)cc1 | -22% | 2% | 6%
O=C(COC(=O)Cc1ccc(S(=O)(=O)N2CCCCC2)s1)Nc1ccc2c(c1)OCO2 | 3%&-3% | 5% | 4%
CCc1ccc(CNCc2cccnc2)cc1 | -3% | 11% | -5%
CCc1ccc2[nH]c(=O)c(CN(Cc3ccco3)C(=S)NCC3CCCO3)cc2c1 (stereo not given) | ? | -20% | 8%
CS(=O)(=O)Nc1ccc(C(=O)CSc2nnc(C3CC3)n2C2CC2)cc1 | 1% | -19% | 1%
COc1ccc(CNC(=O)CN(C(=O)c2csnn2)c2cccc(C(C)=O)c2)cc1 | ? | -1% | 4%
O=C(O)c1cc(NC(=O)c2ccc3c(c2)C(=O)N(Cc2cccnc2)C3=O)cc(C(=O)O)c1 | -10% | -3% | 3%
O=C1Nc2ncccc2OC1CCO (stereo not given) | -10% | 4% | -1%
CCOC(=O)c1cccc(NC(=O)Cn2ncc3c4ccccc4n(Cc4ccccc4)c3c2=O)c1 | ? | . | 0%
COc1cccc(C(=O)Nc2ccccc2SCc2cc(=O)c3cccc(C)c3[nH]2)c1 | ? | . | 0%
COc1ccc(N2CCN(C(=O)c3cnc(N4CCCC4)nc3C)CC2)cc1 | -7% | . | 1%
CC(CCC(=O)O)C1CC[C@H]2C3CCC4CC(=O)CCC4(C)[C@H]3CC(=O)C12C (stereo not given in full) | 6% | -9% | .
CCOc1ccc(OCC)c(NS(=O)(=O)c2c(C(=O)N3CCCCCC3)c(C)n(C)c2C)c1 | ? | . | 5%
Cn1nc(C(=O)NNC(=O)c2ccc(Cl)cc2)ccc1=O | -18% | -1% | .
Cc1ccc(C(C(=O)NC2CCCCC2)N(Cc2ccccc2)C(=O)Cc2c[nH]c3ccccc23)o1 (stereo not given) | ? | 2% | 5%
CC(C)N(CCc1ccncc1)C(=O)Nc1ccc(Cl)c(Cl)c1 | ? | -27% | 4%
Cc1cccc(C(=O)NC2CCN(S(=O)(=O)c3ccccc3F)CC2)c1 | ? | -7% | 0%
Cc1nc(N2CCN(Cc3ccc(Cl)cc3)CC2)c2oc3ccccc3c2n1 | 16µM* | -26% | 5%
COc1ccc(OC)c(NC(=O)c2ccc3c(c2)OCO3)c1 | 0% | -2% | .
CCN(CC(=O)Nc1ccc(OC)c(OC)c1)CC(=O)Nc1ccccc1C(F)(F)F | ? | -2% | .
Cc1cc2c(N=O)c(NO)ccc2[nH]1 | 6.5µM* | -2% | 7%
COc1ccc([C@H]2CC(=O)C=C(c3ccc(Cl)c(F)c3)C2)cc1 | -24% | . | -1%
C=C[C@@H]1c2c(F)cccc2N(S(=O)(=O)c2ccc(C)cc2)[C@H](c2ccc(OC(C)=O)cc2)C1(C#N)C#N | 21µM* | . | 0%
Cc1ccccc1C(=O)Nc1ccc(Br)c(C)n1 | 9.2µM* | 11% | 7%
